High-throughput results (PubChem BioAssay)
EBNA-1 inh: blocks EBNA-1 binding to DNA | EBNA-1 DNA binding, fluorescence polarization | inhibition, % at 14.8 µM | 0.34% of 300,000 active | AID 1950; in the data active = inhibition above about 28%
GASC-1 inh: human JMJD2C demethylase inhibition; Q9H3R0; GST-JMJD2C(1-420) H3K9me3 demethylation, DELFIA europium; inhibition, % at 2.35 µM; 0.069% of 330,000 active; AID 2099;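 active = more than half of a compound's replicate wells show inhibition beyond 50%, single wells judged on their own value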;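 note: signal counts dimethyl H3K9 product captured on neutravidin plate; 0% = median of DMSO wells and 100% = 0.3 times that DMSO median; strong numbers were not always called active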
Fh CTSL1 inh: blocks F. hepatica cathepsin L1 in PFM18AAP counter-screen; inhibition, % at 5.96 µM; recombinant F. hepatica cathepsin L1, Z-Leu-Arg-MCA fluorescence; 0.49% of 300,000 active; AID 1906;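 active = inhibition above the mean of all tested compounds plus 3 SD, set per screening campaign, cut at about 17% in these data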;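 note: 0% = plate median of test compound wells and 100% = 1 µM Z-Phe-Ala-diazomethylketone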
TPT1 inh: blocks Candida albicans tRNA 2'-phosphotransferase; recombinant caTPT1, FP RNA substrate dephosphorylation; inhibition, % at 5 µM; 0.81% of 300,000 active; AID 1962;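 active = inhibition above the mean of all tested compounds plus 3 SD, set per screening campaign, cut at about 24% in these data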;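 note: plate controls were DMSO alone for no effect and ferristatin control at 100 nM for full effect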
PP1 counter: counter-screen for PP5 inhibitors: inhibitors of human PP1-alpha. P62136. purified PP1alpha, OMFP fluorescence. inhibition, % at 6.7 µM. 0.9% of 320,000 active;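 active = inhibition above the mean inhibition of all tested compounds plus 3 SD, computed separately for each screening campaign, cut at about 15% in these data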
Target sequence (P62136 whole entry, looked up): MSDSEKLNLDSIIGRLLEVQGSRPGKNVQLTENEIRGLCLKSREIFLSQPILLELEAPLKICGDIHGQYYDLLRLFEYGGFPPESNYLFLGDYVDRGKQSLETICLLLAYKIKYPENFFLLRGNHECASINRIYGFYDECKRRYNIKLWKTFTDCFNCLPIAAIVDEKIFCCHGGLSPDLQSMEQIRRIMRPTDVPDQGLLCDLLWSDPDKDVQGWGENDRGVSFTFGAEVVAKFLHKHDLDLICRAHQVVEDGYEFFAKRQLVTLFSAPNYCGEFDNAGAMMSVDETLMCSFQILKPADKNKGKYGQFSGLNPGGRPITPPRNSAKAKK
PP5 inh: blocks human protein phosphatase 5 activity. 0.18% of 320,000 active. purified PP5c, OMFP substrate fluorescence. P53041. inhibition, % at 6.7 µM;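 active = inhibition above the campaign's mean inhibition across all tested compounds plus 3 SD, cut at about 9.5% in these data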;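 note: 0% = DMSO only and 100% = 100 µM cantharidin control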
Target sequence (P53041 whole entry, looked up): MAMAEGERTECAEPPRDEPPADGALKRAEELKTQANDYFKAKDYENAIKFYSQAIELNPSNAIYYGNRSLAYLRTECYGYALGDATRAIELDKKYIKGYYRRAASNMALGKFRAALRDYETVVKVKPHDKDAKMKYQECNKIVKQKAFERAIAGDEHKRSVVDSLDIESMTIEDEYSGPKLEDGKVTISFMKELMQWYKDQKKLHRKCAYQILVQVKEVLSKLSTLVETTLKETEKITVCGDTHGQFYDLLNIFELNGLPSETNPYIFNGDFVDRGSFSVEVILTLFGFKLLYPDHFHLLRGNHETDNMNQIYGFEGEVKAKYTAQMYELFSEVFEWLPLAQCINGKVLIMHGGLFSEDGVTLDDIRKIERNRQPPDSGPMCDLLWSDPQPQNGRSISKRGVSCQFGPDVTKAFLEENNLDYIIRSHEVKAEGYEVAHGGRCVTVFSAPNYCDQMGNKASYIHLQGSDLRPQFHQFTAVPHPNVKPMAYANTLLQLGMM
core dimer inh: HCV core protein dimerization inhibition. TR-FRET GST/Flag-core106 dimerization, 1536-well. inhibition, % at 5 µM. 0.33% of 300,000 active. AID 1899;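 active = inhibition above the mean of all tested compounds plus 3 SD, set per screening campaign, cut at about 45% in these data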
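Test system: GST/Flag-tagged HCV core106 proteins; Medium: KF-containing HEPES buffer, pH 7.45, DTT, CHAPS, BSA; Times: compound-protein-antibody incubation 4 h at 22.5 °C; Detection: TR-FRET 671 and 617 nm emission; Benchmarks: wells lacking GST-core106 and wells with excess unlabelled core106.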
Yeast superoxide: caloric restriction mimetics inhibiting age-related superoxide in yeast; AID 2690; S. cerevisiae aged cells, superoxide DHE fluorescence; active compounds read low; superoxide response (% of plate mean), % at 10 µM; 0.18% of 330,000 active;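 active = superoxide response under a set limit, about three screen SD below normal, cut at about 65% in these data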;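 note: yeast aged for seven days with compound at 30 °C before DHE staining; 100% = average MFI of all compound-treated wells on the plate with controls excluded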
ZTA DNA inh: blocks Epstein-Barr virus ZTA, an EBNA-1 counter-screen; P03206; 0.15% of 320,000 active; inhibition, % at 11 µM; ZTA-DNA binding, fluorescence polarization; AID 2234; in the data active = inhibition above about 33%
* marks the source's active call; other numbers are inactive results; x = no result given.

The first 2 compounds as a preview:
Key to letters – A = EBNA-1 inh; B = GASC-1 inh; C = Fh CTSL1 inh; D = TPT1 inh; E = PP1 counter; F = PP5 inh; G = core dimer inh; H = Yeast superoxide; I = ZTA DNA inh
1) CN1C=CC=C/C1=C1\SC(=S)N(C2CCCCC2)C1=O
  A = 1	B = 19	C = 5	D = 2	E = 1	F = 9.7*	G = 14	H = 101	I = -15
2) Nc1ncncc1-c1ccc([N+](=O)[O-])cc1
  A = -7	B = -1	C = -3	D = 1	E = -5	F = 1.0	G = 4	H = 113	I = 4

This part in full (from the top)
Key to letters – A = EBNA-1 inh; B = GASC-1 inh; C = Fh CTSL1 inh; D = TPT1 inh; E = PP1 counter; F = PP5 inh; G = core dimer inh; H = Yeast superoxide; I = ZTA DNA inh
1) CN1C=CC=C/C1=C1\SC(=S)N(C2CCCCC2)C1=O
  A = 1	B = 19	C = 5	D = 2	E = 1	F = 9.7*	G = 14	H = 101	I = -15
2) Nc1ncncc1-c1ccc([N+](=O)[O-])cc1
  A = -7	B = -1	C = -3	D = 1	E = -5	F = 1.0	G = 4	H = 113	I = 4
3) COC(=O)c1ccc(NC(=O)CSc2nc(C)cc(=O)[nH]2)cc1
  A = -9	B = 1	C = -1	D = 1	E = 2	F = 2.7	G = 0	H = 112	I = 4
4) c1ccc2c(c1)OCC(CNc1ncnc3nc[nH]c13)O2 (configuration not stated)
  A = -4	B = 5	C = -4	D = -1	E = -1	F = -1.5	G = -6	H = 93	I = 7
5) CCOc1ccc(S(=O)(=O)n2c(C)nc3ccccc32)cc1
  A = 7	B = 8	C = 2	D = -8	E = -1	F = -2.5	G = -7	H = 96	I = -12
6) O=C1NC2(CCCCC2)C(=O)N1CC(=O)N(Cc1ccccc1)c1ccccc1
  A = 1	B = -1	C = -2	D = -3	E = 1	F = 2.7	G = 1	H = 100	I = -2
7) COc1ccc(C(=O)CC(=O)C(=O)Nc2ccc(C)cc2Cl)cc1
  A = -10	B = -6	C = 1	D = -1	E = -1	F = 2.9	G = 3	H = 102	I = -3
8) Cc1cc(C)cc(C(=O)Nc2ccncc2)c1
  A = -26	B = -14	C = -3	D = 2	E = 4	F = 2.7	G = 4	H = 108	I = -14
9) O=C1/C(=C/c2cccs2)COc2ccccc21
  A = -2	B = 32	C = -1	D = -3	E = 6	F = 2.4	G = 5	H = 93	I = -3
10) Cc1cc2n(n1)C(c1ccc3c(c1)OCO3)Nc1c(C)cccc1-2 (configuration not stated)
  A = 5	B = -22	C = -1	D = 4	E = -1	F = 1.0	G = -20	H = 126	I = -4
11) COc1ccc(NC(=O)Cc2ccccc2F)cn1
  A = -12	B = 6	C = 8	D = -6	E = 7	F = -4.6	G = -2	H = 90	I = -19
12) Cc1ccc(S(=O)(=O)N(C)C)cc1NC(=O)C(C)OC(=O)c1ccc2c(c1)OCCO2 (configuration not stated)
  A = -6	B = -10	C = 0	D = 1	E = -3	F = -0.9	G = -1	H = 104	I = 2
13) Nn1c(SCC(=O)NC(=O)Nc2ccc3c(c2)OCCO3)nnc1C1CC1
  A = -8	B = -8	C = 0	D = -4	E = 1	F = 0.6	G = -5	H = 100	I = -8
14) CCc1c(C)nc2ncnn2c1Nc1ccc(C)cc1
  A = -5	B = 6	C = 3	D = -2	E = 2	F = 1.6	G = 5	H = 103	I = -4
15) Cc1n[nH]c(=S)n1/N=C/c1ccc(-c2ccccc2[N+](=O)[O-])o1
  A = -6	B = 4	C = 2	D = -3	E = -1	F = -2.4	G = -6	H = 112	I = 5
16) CCOC(=O)C1CCCN(C(=O)c2ccc3c(c2)NC(=O)C(N2CCOCC2)S3)C1 (configuration not stated)
  A = -3	B = -2	C = 1	D = -2	E = -1	F = 1.6	G = -7	H = 98	I = -20
17) CN(CP(=O)(O)CCc1ccccc1)S(C)(=O)=O
  A = 0	B = 0	C = 3	D = 2	E = 1	F = 1.2	G = -5	H = 92	I = 11
18) Clc1ccc(-c2nc3ccccn3c2CN2CCOCC2)cc1
  A = 8	B = 2	C = 0	D = -5	E = -1	F = -0.7	G = -3	H = 88	I = 3
19) COc1ccccc1/C=C(/CC(=O)NCc1ccc2c(c1)OCO2)c1nc2ccccc2s1
  A = 36*	B = -2	C = 3	D = 2	E = 9	F = 1.7	G = 45	H = 121	I = -1
20) COc1ccc(/C=N/NC(=O)c2cccnc2)cc1CN1CCc2ccccc2C1
  A = 7	B = -5	C = -1	D = -1	E = 2	F = 0.5	G = 8	H = 105	I = 4
21) Cc1ccc(-c2nn(-c3ccccc3)cc2/C=N/NC(=O)c2ccc3c(c2)OCO3)cc1
  A = -16	B = -7	C = -3	D = -1	E = 0	F = 4.0	G = 38	H = 118	I = -2
22) CC(=O)c1c(O)cc(=O)oc1-c1ccc(C)cc1
  A = 10	B = -13	C = 7	D = 3	E = -1	F = 1.9	G = 15	H = 105	I = 0
23) COc1ccc(Cl)cc1NC(=O)c1cccc(NC(=O)CCC(=O)O)c1
  A = 10	B = -1	C = -3	D = -1	E = -1	F = 0.4	G = -5	H = 98	I = 14
24) N#C/C(=C/c1ccc(F)cc1)c1nc(CCN2C(=O)c3ccccc3C2=O)cs1
  A = 14	B = 3	C = -1	D = -4	E = -5	F = -2.4	G = -3	H = 99	I = 6
25) Cc1ccn2c(NC3CCCCC3)c(C)nc2c1
  A = -17	B = 7	C = 4	D = -1	E = -2	F = 1.2	G = 1	H = 97	I = -12
26) c1ccc2c(c1)nc(-c1ccncc1)n2CCNc1nc(CN2CCCCC2)cs1
  A = 11	B = 0	C = 4	D = -7	E = -5	F = -0.6	G = -17	H = 88	I = 1
27) O=C(Nc1ccc(C(=O)NCCCN2CCN(c3ccc(F)cc3)CC2)cc1)C1=CSCCO1
  A = 11	B = -14	C = 3	D = -1	E = -1	F = 2.3	G = 9	H = 131	I = -2
28) CN(Cc1cccs1)C(=O)CSc1nc2ccccc2[nH]1
  A = -3	B = -3	C = 4	D = 1	E = -4	F = 1.7	G = 1	H = 104	I = -2
29) Cc1cccc(NC(=O)C2CCN(S(=O)(=O)c3c(C)noc3C)CC2)c1
  A = -12	B = -7	C = -6	D = -1	E = 2	F = 1.4	G = -2	H = 106	I = 9
30) O=C1Nc2ccccc2Oc2cc([N+](=O)[O-])ccc21
  A = 3	B = -3	C = 4	D = 12	E = -3	F = -0.6	G = 5	H = 95	I = -13

Taken from above:
Under Fh CTSL1 inh, no. 5 reads 2
Under ZTA DNA inh, no. 30 reads -13

Along the list, as entered above.
Nos. 12–19 in ZTA DNA inh read 2, -8, -4, 5, -20, 11, 3, -1
Nos. 12–19 in TPT1 inh read 1, -4, -2, -3, -2, 2, -5, 2

Remaining list, next part.
Key to letters – A = EBNA-1 inh; B = GASC-1 inh; C = Fh CTSL1 inh; D = TPT1 inh; E = PP1 counter; F = PP5 inh; G = core dimer inh; H = Yeast superoxide; I = ZTA DNA inh
31) CC(NC(=O)[C@@H](C)NC(=O)[C@@H]1Cc2ccccc2CN1C(=O)OC(C)(C)C)c1ccccc1 (some centres not stated)
  A = -1	B = -7	C = -2	D = -3	E = 2	F = 2.8	G = -18	H = 83	I = -22
32) Cc1ccc([N+](=O)[O-])cc1NCC(=O)NN
  A = 4	B = 26	C = -1	D = -2	E = 1	F = -3.2	G = 1	H = 111	I = 1
33) COC(=O)c1cnc(Oc2c(Cl)cc(N)cc2Cl)cc1C(F)(F)F
  A = 4	B = 9	C = -2	D = -4	E = 4	F = 5.2	G = 1	H = 105	I = 12
34) CC1(C)CC(NC(=O)c2ccccn2)CC(C)(C)N1O
  A = 16	B = -9	C = -4	D = -3	E = 0	F = 1.4	G = -4	H = 106	I = -20
35) Cc1ccc(-c2cc(C(=O)NCc3cnn(C)c3)c3cc(Br)ccc3n2)cc1
  A = 7	B = x	C = 3	D = 2	E = 5	F = 0.0	G = 12	H = 89	I = 16
36) O=C(COc1cccnc1[N+](=O)[O-])N1N=C(c2ccc(Cl)cc2)CC1c1ccco1 (configuration not stated)
  A = -10	B = 6	C = -2	D = -7	E = -4	F = 2.0	G = 11	H = 103	I = -8
37) N#CCCn1cc(C(=O)Nc2ccc(C(=O)O)cc2)c(-c2ccc([N+](=O)[O-])cc2)n1
  A = 1	B = 30	C = -1	D = -1	E = -2	F = 0.0	G = -11	H = 104	I = 3
38) Cc1ccc(S(=O)(=O)/C(C#N)=C/c2c(Oc3ccc(Cl)cc3)nc3c(C)cccn3c2=O)cc1
  A = 1	B = -7	C = 3	D = -2	E = -1	F = -1.2	G = 6	H = 84	I = 1
39) COc1ccccc1C(=O)Nc1ccccc1C(=O)NCc1ccco1
  A = 4	B = -3	C = -2	D = -2	E = -1	F = 1.4	G = 4	H = 87	I = 3
40) CC(CCc1ccccc1)NC(=O)Cn1cccc1C(=O)c1ccccc1 (configuration not stated)
  A = -1	B = 4	C = 2	D = 0	E = 3	F = 3.1	G = 3	H = 103	I = 1
41) CCC(C)N(CCNC(=O)c1ccc2c(c1)NC(=O)c1ccccc1S2)C1CCCCC1 (configuration not stated)
  A = 4	B = -1	C = -4	D = -5	E = 2	F = 1.6	G = 5	H = 121	I = 2
42) Cc1cc(S(=O)(=O)N2CCN=C2c2ccccc2)c(Cl)cc1Cl
  A = 3	B = -1	C = -2	D = 0	E = -3	F = 1.9	G = -4	H = 95	I = -9
43) COc1ccc(C2c3[nH]c4ccccc4c3CCN2C(=O)c2cc3ncccn3n2)c(F)c1 (configuration not stated)
  A = -8	B = 1	C = -3	D = -3	E = 2	F = 2.6	G = 7	H = 102	I = -4
44) CC(/C=C/c1ccc2c(c1)OCO2)=N/NC(=O)c1ccncc1
  A = 2	B = 5	C = 1	D = 2	E = -1	F = -1.7	G = -3	H = 93	I = 13
45) CC(C)c1nc2c(s1)CCc1onc(-c3cccc([N+](=O)[O-])c3)c1-2
  A = 0	B = 6	C = -1	D = 2	E = 5	F = 4.7	G = 0	H = x	I = 0
46) CCc1ccccc1Nc1nc2ccccc2[nH]1
  A = -4	B = -4	C = -3	D = 3	E = 5	F = 0.3	G = -1	H = 94	I = 0
47) N/C(=N\OS(=O)(=O)c1ccccc1)c1ccccn1
  A = 6	B = -3	C = -4	D = -4	E = -5	F = 0.5	G = -2	H = 96	I = 19
48) CNC(=O)CC1C(=O)N(c2ccc(OC)cc2)C(=S)N1NC(=O)c1cccc(F)c1 (configuration not stated)
  A = -16	B = -1	C = 1	D = 2	E = 0	F = 2.3	G = -1	H = 262	I = 4
49) CCOC(=O)C1=C(CN2CCN(C(=O)c3ccco3)CC2)NC(=O)NC1c1ccccc1 (configuration not stated)
  A = 0	B = 9	C = -3	D = -1	E = -7	F = 1.3	G = 6	H = 114	I = 0
50) CN(C)CCNc1c(N)c(=O)oc2ccccc12
  A = 14	B = -18	C = 1	D = -7	E = -4	F = 0.8	G = 4	H = 109	I = 3
51) CC(C)N(C)S(=O)(=O)c1ccc(NC(=O)C2=COCCO2)cc1
  A = x	B = 5	C = x	D = x	E = -5	F = 1.2	G = x	H = 95	I = 9
52) O=C1CS/C(=C\S(=O)(=O)c2ccc(Cl)cc2)N1
  A = 1	B = 12	C = -2	D = 2	E = -7	F = -1.4	G = 4	H = 108	I = 2
53) CC(C)c1ccc(/C=C2\SC(=S)N(CCC(=O)NCCCn3ccnc3)C2=O)cc1
  A = -24	B = 9	C = -3	D = 2	E = 13	F = 1.8	G = 5	H = 91	I = -5
